Source: PubChem (several laboratories)
NR2E3 agonist: NR2E3 (human) agonism; AID 2300; 320,000 tested, 0.12% active; GST-NR2E3/biotin-RetCOR TR-FRET, 1536-well; inhibition of corepressor binding, % at 4.78 µM;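 active = percent inhibition above the cutoff of mean plus 3 SD of all tested compounds, set per screening campaign, cut at about 20% in these data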;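 also: 0% = DMSO wells and 100% = biotin wells as full block of FRET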
Target sequence (Q9Y5X4 whole entry, looked up): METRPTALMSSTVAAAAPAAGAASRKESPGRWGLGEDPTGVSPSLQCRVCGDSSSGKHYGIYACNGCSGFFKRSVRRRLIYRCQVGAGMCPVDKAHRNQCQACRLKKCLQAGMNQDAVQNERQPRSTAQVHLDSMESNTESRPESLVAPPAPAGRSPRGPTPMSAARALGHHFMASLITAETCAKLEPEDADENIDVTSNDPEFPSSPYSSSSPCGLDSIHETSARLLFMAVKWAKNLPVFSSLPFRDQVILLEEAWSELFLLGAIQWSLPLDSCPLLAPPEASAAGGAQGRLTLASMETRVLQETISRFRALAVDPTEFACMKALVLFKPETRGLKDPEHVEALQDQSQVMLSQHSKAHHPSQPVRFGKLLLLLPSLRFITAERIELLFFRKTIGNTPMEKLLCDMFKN
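System: GST-tagged NR2E3 plus biotinylated RetCOR corepressor; Amount: 1.35 nM GST-tagged NR2E3 final; Dosing: single nominal compound dose of 4.8 µM; Schedule: 5 h incubation at 4 °C; Technique: TR-FRET with europium anti-GST and streptavidin-D2, 340 nm excitation; Controls: biotin wells as high control, 0.6% DMSO wells as low control.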
Shn3 inh set2: Schnurri-3 reporter inhibition in Clone20 osteoblasts | Clone20 osteoblast Shn3 3'UTR firefly luciferase, 24 h | inhibition, % at 12.5 µM | 360,000 tested, 0.52% active;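 active = mean inhibition of at least 75% with every replicate also reaching 75%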;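 also: 0% = median of neutral control wells and 100% = pilot-screen positive control compound; some compounds past the cut are filed as inactive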
TRPM1 prom inh: reduces MITF-dependent TRPM1 promoter luciferase signal; SK-MEL-5 TRPM1 promoter luciferase, 24 h; inhibition, % at 12.5 µM; 330,000 tested, 0.83% active;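 active = mean inhibition across replicates of 60% or more, whatever share of single replicates reaches that level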; also: values of inactives mirror those of a sister screen read the other way
Starred values were filed as active, the others as inactive; nt = no result given. An excerpt; count on the stated rates, not on these rows.

SMILES | NR2E3 agonist | Shn3 inh set2 | TRPM1 prom inh
CC(C)(C)NS(=O)(=O)c1cccc2nsnc12 | 1 | nt | nt
COC(=O)C1=C(C)N(Cc2ccccc2)C(=NCC(C)C)N[C@H]1c1ccccc1 | 1 | nt | nt
CCOC(=O)N1CCC(NC(=O)c2cnn3c(C(F)(F)F)cc(-c4cccc(OC)c4)nc23)CC1 | 3 | nt | nt
Cc1cc2nc(-c3cccnc3SCC(=O)NC3CC3)[nH]c2cc1C | 2 | nt | nt
CCC(C)[C@@H](N)C(=O)N/N=C/c1cccc2nccnc12 (stereo partly specified) | -4 | nt | nt
CCCCN1C(=O)/C(=C2/Sc3ccc(Cl)cc3N2CC)SC1=S | -4 | nt | nt
COCCCn1c2nc3ccccc3nc2c2c(=O)n(Cc3ccccc3Cl)cnc21 | -1 | nt | nt
CC(=O)O[C@H]1C[C@@H]2CC[C@@H]3[C@H](CC[C@@]4(C)[C@H]3C[C@H]([N+]3(C)CCCCC3)[C@@H]4OC(C)=O)[C@@]2(C)C[C@@H]1N1CCCCC1 | -1 | nt | nt
CCc1cc2c(C)cc(=O)oc2cc1Oc1ncccc1[N+](=O)[O-] | -4 | nt | nt
COCCN1C(=O)N[C@@H](c2ccccc2)C(C(C)=O)=C1C | 0 | nt | nt
COc1ccc(-c2csc(NNC3=NCCCCC3)n2)cc1 | -1 | nt | nt
NC1=CC(=O)c2cccc3cccc1c23 | -4 | nt | nt
CN1CCN(CC(=O)Nc2ccc(OCc3ccccc3)cc2)CC1 | -3 | nt | nt
O=C(Nc1ccccc1)N1CCN(C(=O)Nc2ccccc2)CC1 | -2 | nt | nt
Cc1ccc(C)c(NC(=S)NCc2cccn2C)c1 | -1 | nt | nt
CC(=O)c1ccc(Nc2c3c(c(C#N)c4nc5ccccc5n24)CCC3)cc1 | 1 | nt | nt
COc1ccc(C2C(C(=O)Nc3cccc(C)n3)CCC(=O)N2c2ccc(OC)cc2)cc1 (stereo unspecified) | 0 | nt | nt
COc1ccc(-c2cn(Cc3ccc(C(=O)c4ccccc4)cc3)nn2)cc1 | 1 | nt | nt
COc1ccc(CN=Nc2cc(C)nc(NS(=O)(=O)c3ccccc3Cl)n2)cc1 | -1 | nt | nt
Cn1nc(C(=O)Nc2ccc(S(=O)(=O)NCc3ccco3)cc2)c2ccccc2c1=O | -3 | nt | nt
C/C(CC(=O)Nc1ccccn1)=N\NC(=O)c1ccccc1 | -1 | nt | nt
CC(OC(=O)c1ccc(Cl)c(S(=O)(=O)N2CCCC2)c1)C(=O)NC1CCCCC1C (stereo unspecified) | 1 | nt | nt
COc1ccc2nc(N/C(N)=N/C(=S)Nc3ccc(C)c(C)c3)nc(C)c2c1 | 1 | nt | nt
COC(=O)[C@@H]1CC[C@H](C)[C@@H](c2ccc(C)cc2)N1C(=O)c1ccc(/C=N/O[C@@H](C)CN2CCCCc3nc(C)c(C)cc32)cc1 | -4 | nt | nt

Among those listed so far, 4 have a Cl atom.
SMILES | NR2E3 agonist | Shn3 inh set2 | TRPM1 prom inh
CCCCN1C(=O)/C(=C2/Sc3ccc(Cl)cc3N2CC)SC1=S | -4 | nt | nt
COCCCn1c2nc3ccccc3nc2c2c(=O)n(Cc3ccccc3Cl)cnc21 | -1 | nt | nt
COc1ccc(CN=Nc2cc(C)nc(NS(=O)(=O)c3ccccc3Cl)n2)cc1 | -1 | nt | nt
CC(OC(=O)c1ccc(Cl)c(S(=O)(=O)N2CCCC2)c1)C(=O)NC1CCCCC1C (stereo unspecified) | 1 | nt | nt

The list continues:
SMILES | NR2E3 agonist | Shn3 inh set2 | TRPM1 prom inh
Cc1ccc2[nH]c3c(c2c1)CN(C(=O)CN1CCCCC1)CC3 | -1 | nt | nt
Cc1c(Cl)ccc2c(C(=O)NC(C)c3ccncc3)cc(-c3ccncc3)nc12 (stereo unspecified) | 0 | nt | nt
CC(=O)c1ccc(OC(=O)c2cc3ccccc3oc2=O)cc1 | -3 | nt | nt
Cc1cc(=O)[nH]c(S)c1C#N | 3 | nt | nt
CCC1C/C(=C/c2ccco2)C(=O)/C(=C/c2ccco2)C1 (stereo unspecified) | -2 | nt | nt
COc1ccc(N(CC(=O)N/N=C/c2ccc3c(c2)OCO3)S(=O)(=O)c2ccccc2)cc1 | 1 | nt | nt
O=C(CN1N=C(c2ccccc2)CCC1=O)NCc1ccco1 | 3 | nt | nt
CCOc1ccc(NC(=O)c2nn(-c3ccc(OC)cc3OC)c(=O)c3ccccc23)cc1 | -1 | nt | nt
CCn1c(SCC(=O)Nc2ccc(-c3nc4ccc(C)cc4s3)cc2)nnc1-c1ccccc1 | -19 | nt | nt
O=C(NCCNC(=O)c1cc(OCC(F)(F)F)ccc1OCC(F)(F)F)Nc1ccc(Cl)cc1 | -1 | nt | nt
Cc1cccc(NC(=O)C2C3C=CC(O3)C2C(=O)O)c1 (stereo unspecified) | 5 | nt | nt
O=S(=O)(c1cccs1)N1CN(C2CCCC2)c2nc3ccccc3nc21 | 0 | nt | nt

Four successive records already listed:
SMILES | NR2E3 agonist | Shn3 inh set2 | TRPM1 prom inh
CCn1c(SCC(=O)Nc2ccc(-c3nc4ccc(C)cc4s3)cc2)nnc1-c1ccccc1 | -19 | nt | nt
O=C(NCCNC(=O)c1cc(OCC(F)(F)F)ccc1OCC(F)(F)F)Nc1ccc(Cl)cc1 | -1 | nt | nt
Cc1cccc(NC(=O)C2C3C=CC(O3)C2C(=O)O)c1 (stereo unspecified) | 5 | nt | nt
O=S(=O)(c1cccs1)N1CN(C2CCCC2)c2nc3ccccc3nc21 | 0 | nt | nt

(continued)
SMILES | NR2E3 agonist | Shn3 inh set2 | TRPM1 prom inh
CC1(C)C2CC[C@]3(C)C(CC=C4[C@@H]5C[C@@](C)(CO)[C@@H]6C[C@@]5(CC[C@]43C)C(=O)O6)[C@@]2(C)CC[C@@H]1O (stereo partly specified) | -4 | nt | nt
CS(=O)(=O)C1=NSC2=NC(=O)/C(=C\c3ccc(OC(=O)c4ccco4)cc3)C(=N)N21 | 3 | nt | nt
COc1cc2c(=O)n(Cc3ccco3)c(=O)n(CC(=O)c3cccc(Br)c3)c2cc1OC | -2 | nt | nt
O=C1/C(=C/c2ccc([N+](=O)[O-])cc2)CCc2ccccc21 | -4 | nt | nt
Cc1ccc(-n2c(-c3cn(C)nc3C)n[nH]c2=S)cc1 | -1 | nt | nt
CC1CN(C(=O)c2ccncc2)CC(C)O1 (stereo unspecified) | 1 | nt | nt
CC(=O)c1cc2c(cc1NS(=O)(=O)c1ccccc1C)OCO2 | 0 | nt | nt
COc1ccc(N(C)S(=O)(=O)c2cccc(C(=O)Nc3ccc(OC)nc3)c2)cc1 | 1 | nt | nt
N#CC1=C(Nc2ccccc2)SC=C(c2ccc(F)cc2)N=C1N1CCOCC1 | -1 | nt | nt
CC(C)=CCN1CCN(Cc2cn[nH]c2C2CCCCC2)CC1CCO (stereo unspecified) | 3 | nt | nt
Cc1cc(-c2ccc(N=Nc3c(S(=O)(=O)O)cc4cc(S(=O)(=O)O)cc(N)c4c3O)c(C)c2)ccc1N=Nc1c(S(=O)(=O)O)cc2cc(S(=O)(=O)O)cc(N)c2c1O | -183 | nt | nt
O=C1c2ccccc2S(=O)(=O)c2cc(N3CCC(C(=O)N4CCCCC4)CC3)ccc21 | 4 | nt | nt

In the list so far, 2 contain a CF3 group:
SMILES | NR2E3 agonist | Shn3 inh set2 | TRPM1 prom inh
CCOC(=O)N1CCC(NC(=O)c2cnn3c(C(F)(F)F)cc(-c4cccc(OC)c4)nc23)CC1 | 3 | nt | nt
O=C(NCCNC(=O)c1cc(OCC(F)(F)F)ccc1OCC(F)(F)F)Nc1ccc(Cl)cc1 | -1 | nt | nt

Remaining list, next part.
SMILES | NR2E3 agonist | Shn3 inh set2 | TRPM1 prom inh
C/C(=N\Nc1ccc(C(=O)O)cc1)c1nc2ccccc2n1C | 1 | nt | nt
COc1cc(/C=C2\C(=N)N3N=C(S(=O)(=O)CC(C)C)SC3=NC2=O)ccc1OC(=O)c1ccco1 | -2 | nt | nt
O=C1C2C3C=CC(CO)(O3)C2C(=O)N1c1ccc(-c2ccccc2)cc1 (stereo unspecified) | -1 | nt | nt
Nc1nc(SCC(=O)NCCc2ccccc2)[nH]c(=O)c1-c1ccccc1 | 1 | nt | nt
CCOC(=O)c1cnc(Nc2nc3ccccc3o2)nc1CSc1ncccn1 | -1 | nt | nt
CCCCC(CC)CNC(=O)Cn1c(=S)[nH]c2ncccc2c1=O (stereo unspecified) | -1 | nt | nt
COc1ccc(C2C(C(=O)NCCN3CCOCC3)c3ccccc3C(=O)N2C2CCCCC2)cc1 (stereo unspecified) | -5 | nt | nt
O=C(COc1cccc2c1CCN(Cc1ccccc1F)C2=O)N1CCOCC1 | 0 | nt | nt
CC1(C)COCN1S(=O)(=O)c1ccc(C(=O)Nc2nnc(-c3ccc(Cl)s3)o2)cc1 | 2 | nt | nt
CCc1ccc(NC(=O)Cc2ccc(OC)cc2)cc1 | -1 | nt | nt
CC[C@H](C)[C@@H]1NC(=O)c2cc([N+](=O)[O-])cc(I)c2SC[C@@H](C(N)=O)NC(=O)[C@H](CCCCN)NC1=O | -2 | nt | nt
Cc1cc(C)nc(/N=C2\NC(=O)CC(C(=O)O)N2c2ccc(F)c(Cl)c2)n1 (stereo unspecified) | -2 | nt | nt
Cc1cccc(N/N=C(\C=N\N)C(=O)c2ccc(Br)cc2)c1 | 1 | nt | nt
CCCCn1c(NC(=O)c2ccc(F)cc2)c(C#N)c2nc3ccccc3nc21 | 22* | nt | nt
COc1ccc(CS(=O)/C(Cl)=C(/Cl)C(=O)Nc2ccc(OC)nc2)cc1 (stereo unspecified) | nt | nt | 99*
C#CCOCCOCCOCCNc1nc(N2CCN(C(=O)[C@H](Cc3cc4ccccc4[nH]3)n3cc([C@@H](N)Cc4ccc(O)cc4)nn3)CC2)nc(N2CCN(C(=O)[C@H](Cc3cc4ccccc4[nH]3)n3cc([C@@H](N)CC(C)C)nn3)CC2)n1 | nt | nt | 6
CC(C)C[C@@H](COc1ccccc1)N1CCN(Cc2ccccc2)CCC1=O | 0 | nt | 2
CC(C)(C)OC(=O)CNC(=O)c1[nH]cnc1C(=O)NC1CCN(C(=O)OC(C)(C)C)CC1 | 2 | nt | 1
Cc1cccc(NC(=O)CN2C(=O)S/C(=C\c3ccc(-c4cccc(C(=O)O)c4C)o3)C2=O)c1 | 4 | nt | 2
C[C@@H](NC(=O)OC(C)(C)C)c1nnc(S(=O)(=O)Cc2ccccc2)o1 | 5 | nt | 38
Cc1ccc(S(=O)(=O)Nc2csc(C)c2C(=O)O)cc1 | -3 | nt | 10
CN(C)C(=O)OCc1c(-c2ccccc2)ncc2ccccc12 | 0 | nt | 4
COc1ccc(C(=O)NNC(=S)NC(=O)c2ccc(Cl)cc2)cc1 | -1 | nt | 2
COc1ccc(O)c(N)c1 | nt | 4 | nt
CC(=O)NC(CC(C)C)C(=O)NC(Cc1ccccc1)C(N)=O (stereo unspecified) | nt | 9 | nt
O=c1nc2n(c3c1oc1ccccc13)Cc1ccccc1-2 | nt | -31 | nt
Cn1nc(-c2ccc(Cl)cc2)nc2c(=O)n(C)c(=O)nc1-2 | 37* | 118* | nt
Clc1ccc2c(c1)CCc1cccnc1C2=C1CCNCC1 | 5 | 4 | nt
COc1ccccc1CN(Cc1nc2ccccc2c(=O)[nH]1)S(=O)(=O)c1ccc(C)cc1 | 2 | 6 | 8

Ordered by the number under NR2E3 agonist (rising): three of the compounds above.
SMILES | NR2E3 agonist | Shn3 inh set2 | TRPM1 prom inh
COc1ccccc1CN(Cc1nc2ccccc2c(=O)[nH]1)S(=O)(=O)c1ccc(C)cc1 | 2 | 6 | 8
Clc1ccc2c(c1)CCc1cccnc1C2=C1CCNCC1 | 5 | 4 | nt
Cn1nc(-c2ccc(Cl)cc2)nc2c(=O)n(C)c(=O)nc1-2 | 37* | 118* | nt
